Bioassay records deposited in PubChem by several laboratories.
hgDAF-12 ag – activates the H. glycines DAF-12 receptor ligand-binding domain; AID 687014; 370,000 tested, 1.8% active; activation, % at 6.8 µM; HEK293 GAL4-hgDAF12 UAS-luciferase reporter, agonist luminescence; normalized to butyrate control;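 active = activation above a cutoff set at the mean of all screened compounds plus 3 SD, cut at about 10% in these data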;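 note: 0% = DMSO wells and 100% = sodium butyrate wells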
ssDAF-12 act – activators of S. stercoralis DAF-12 nuclear receptor; HEK293 ssDAF-12/GRIP1 lit1-tk-luc reporter, luminescence; % of 3 µM dafachronic acid response; activation, % at 6.8 µM; 370,000 tested, 1% active;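 active = activation above the mean over all tested compounds plus 3 SD, cut at about 0.9% in these data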;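 note: 0% = DMSO-only wells and 100% = 3 µM delta7-dafachronic acid wells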
GC-B act – GC-B (human) receptor activation. HEK293-GC-B cells, CNP EC30, cGMP TR-FRET; 0% at EC30 CNP, 100% saturating CNP. activation, % at 10 µM. 370,000 tested, 0.11% active. AID 1920062;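 active = activation at 10 µM reaching about 35% in either raw or pattern-adjusted values, limit read from the data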
Target sequence (P20594 whole entry, looked up): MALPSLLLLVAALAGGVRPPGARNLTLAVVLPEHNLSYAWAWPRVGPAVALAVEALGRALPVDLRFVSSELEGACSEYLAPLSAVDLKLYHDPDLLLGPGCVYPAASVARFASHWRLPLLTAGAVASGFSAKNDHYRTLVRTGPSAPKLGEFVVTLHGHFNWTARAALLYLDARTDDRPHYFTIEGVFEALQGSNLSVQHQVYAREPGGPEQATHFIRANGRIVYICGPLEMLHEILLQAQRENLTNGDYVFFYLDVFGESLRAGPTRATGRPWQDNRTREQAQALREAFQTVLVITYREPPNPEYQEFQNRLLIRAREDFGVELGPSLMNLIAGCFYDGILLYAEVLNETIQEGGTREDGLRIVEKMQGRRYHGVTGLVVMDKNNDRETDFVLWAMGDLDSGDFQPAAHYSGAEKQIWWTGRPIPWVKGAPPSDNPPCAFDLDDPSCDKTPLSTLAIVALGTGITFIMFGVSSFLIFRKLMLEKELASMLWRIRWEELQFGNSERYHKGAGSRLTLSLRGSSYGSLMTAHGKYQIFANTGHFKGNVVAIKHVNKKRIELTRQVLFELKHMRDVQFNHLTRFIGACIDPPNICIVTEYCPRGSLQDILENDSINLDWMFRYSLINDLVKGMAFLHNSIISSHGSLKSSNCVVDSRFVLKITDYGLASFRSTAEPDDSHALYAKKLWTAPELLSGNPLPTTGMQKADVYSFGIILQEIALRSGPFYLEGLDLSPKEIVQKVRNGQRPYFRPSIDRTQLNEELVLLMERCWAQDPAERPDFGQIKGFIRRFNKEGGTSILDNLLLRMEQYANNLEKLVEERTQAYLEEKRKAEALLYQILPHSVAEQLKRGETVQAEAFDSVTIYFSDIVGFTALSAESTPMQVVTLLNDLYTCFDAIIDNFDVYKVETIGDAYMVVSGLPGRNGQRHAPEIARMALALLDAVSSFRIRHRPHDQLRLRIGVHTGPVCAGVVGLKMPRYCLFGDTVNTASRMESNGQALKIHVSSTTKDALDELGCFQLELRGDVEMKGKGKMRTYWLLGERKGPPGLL
DAX1 inh-1 – DAX1 (NR0B1) inhibition, primary screen; HEK293T StAR-luciferase reporter, SF-1/DAX-1 repression relief; inhibition, % at 6.8 µM; 370,000 tested, 1.1% active; AID 652010;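 active = inhibition above the mean over all tested compounds plus 3 SD, cut at about 3.6% in these data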;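 note: 0% = DAX-1 cells with DMSO and 100% = cells lacking DAX-1 with DMSO; higher inhibition means more luminescence from relief of DAX-1 repression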
ADAM10 inh – inhibits human ADAM10; 370,000 tested, 0.62% active; inhibition, % at 7 µM; recombinant ADAM10, EDANS/DABCYL FRET peptide cleavage, 3 h;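 active = inhibition above a per-campaign cutoff equal to the mean of compounds falling between control-based bounds plus 3 SD, cut at about 20% in these data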;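 note: 0% = DMSO wells while the 100% control is not disclosed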
DAX1 inh-2 – inhibits human nuclear receptor DAX1; P51843; HEK293 Gal4-DAX1 luciferase reporter, luminescence; inhibition, % at 6.75 µM; 340,000 tested, 0.99% active; AID 504766;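 active = inhibition above the mean over all tested compounds plus 3 SD, cut at about 4.2% in these data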;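 note: 0% = DAX1-transfected cells with DMSO and 100% = empty-vector control cells with DMSO; inhibition shows as a rise in luminescence from relieved DAX1 repression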
HGIII-sPLA2 inh – Blocks human group III sPLA2 activity; 370,000 tested, 0.56% active; Q9NZ20; inhibition, % at 12.2 µM; QFRET BODIPY PC-A2 liposome hydrolysis, fluorescence; AID 743126;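 active = inhibition above mean plus 3 SD of compounds lying within the high and low control bounds, cut at about 19% in these data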;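 note: 0% = median of test compound wells and 100% = no enzyme DMSO wells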
SMARCA2 activ – increases SMARCA2 function in MMTV reporter cells; MG213 cells, MMTV-luciferase reporter, dexamethasone, overnight; activation, % at 9.1 µM; 370,000 tested, 1% active; AID 652017; in the data active = activation above about 7.8%;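 note: 0% = vehicle wells and 100% = reference activator wells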
GC-A act – GC-A (human) enzyme activation; activation, % at 10 µM; HEK293 GC-A cells, cGMP TR-FRET, EC30 ANP; 0% at EC30 ANP, 100% saturating ANP; 370,000 tested, 0.14% active; in the data active = activation above about 40%
GAA850 FXN act – activators of GAA850 frataxin (FXN) promoter; HEK293 lucGAA850 FXN promoter luciferase reporter, 24 h; percent of 10 µM SAHA response; activation, % at 6 µM; 360,000 tested, 0.56% active;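 active = activation above the average of all compounds screened plus 3 SD, cutoff fixed separately per campaign, cut at about 7.5% in these data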;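 note: 0% = DMSO wells and 100% = 10 µM SAHA wells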
hcDAF-12 act – activators of H. contortus DAF-12 nuclear receptor; HEK293 hcDAF-12 lit1-tk-luc reporter, luminescence; 0% DMSO, 100% Δ7-dafachronic acid; activation, % at 6.8 µM; 370,000 tested, 1.4% active; AID 652067;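 active = activation above the mean of all tested compounds plus 3 SD, cut at about 5.5% in these data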;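 note: 100% = response to 3 µM Δ7-dafachronic acid high control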
The depositor's hits bear a star; x = no result given.

SMILES	hgDAF-12 ag	ssDAF-12 act	GC-B act	DAX1 inh-1	ADAM10 inh	DAX1 inh-2	HGIII-sPLA2 inh	SMARCA2 activ	GC-A act	GAA850 FXN act	hcDAF-12 act
COc1cc(C(=O)N(Cc2ccc(F)cc2)C2CCS(=O)(=O)C2)cc(OC)c1OC (configuration not stated)	-0.8	-1.5	-16	0.0	-6	0.1	13	2	-17	0.7	-0.3
CCOC(=O)CCCCCC(=O)Nc1ccc2c(c1)CC(=O)N([C@H](C)CO)C[C@H](C)[C@H](CN(C)S(=O)(=O)c1ccc(OC)cc1)O2	2.0	-1.1	2	-0.2	14	-0.8	-43	0	2	3.4	-1.1
Cc1ccc(OCCSc2ncnc3nc[nH]c23)cc1	6.8	-1.2	3	0.4	9	0.7	-22	3	28	7.5	1.7
COc1ccccc1CNS(=O)(=O)c1cc2c3c(c1)CCN3C(=O)CC2	-0.5	-1.4	2	-1.8	1	1.4	-3	0	1	0.5	-0.6
Cc1ccc(-n2nc3c(c2NC(=O)c2ccc4c(c2)OCO4)CS(=O)(=O)C3)cc1C	-2.1	-1.0	-6	-1.3	6	-0.1	-9	2	-7	1.4	0.1
COc1ccccc1CN1CC(C(=O)NCC2CCCO2)CC1=O (configuration not stated)	0.4	-0.5	3	0.3	4	-0.4	1	3	0	0.9	0.9
CCOc1ccc(S(=O)(=O)Nc2cccc(C(=O)NCC3CCCO3)c2)cc1 (configuration not stated)	-2.7	-0.9	3	-4.4	-1	-1.7	-1	-2	3	0.4	-1.9
O=c1c2ccccc2c(C=NCCO)c(O)n1-c1ccccc1	-2.0	-0.9	3	-0.2	-20	-0.1	0	-1	0	-0.7	-1.7
COc1ccc(C(C)=O)cc1CC(=O)Nc1cccc(S(=O)(=O)N2CCOCC2)c1	-0.7	-1.2	1	-1.6	-11	0.0	0	-2	-1	0.4	-0.5
Cc1ccc(NC(=O)c2ccc3c(c2)OCCO3)cc1C	9.7	-0.2	-3	1.9	5	-2.3	4	2	6	-4.8	4.0
C=CCN1C(=O)c2ccc(C(=O)N(C)CC(=O)Nc3ccc(Br)cc3C)cc2C1=O	0.1	-1.3	-1	-1.0	1	1.1	-9	-3	2	0.0	0.2
O=C(N/N=C/c1cccs1)C1COc2ccccc2O1 (configuration not stated)	1.9	-2.0	5	0.0	8	0.5	0	1	-1	-1.3	-1.2

4 compounds out of the list, arranged by length of the SMILES, low to high:
SMILES	hgDAF-12 ag	ssDAF-12 act	GC-B act	DAX1 inh-1	ADAM10 inh	DAX1 inh-2	HGIII-sPLA2 inh	SMARCA2 activ	GC-A act	GAA850 FXN act	hcDAF-12 act
Cc1ccc(OCCSc2ncnc3nc[nH]c23)cc1	6.8	-1.2	3	0.4	9	0.7	-22	3	28	7.5	1.7
Cc1ccc(NC(=O)c2ccc3c(c2)OCCO3)cc1C	9.7	-0.2	-3	1.9	5	-2.3	4	2	6	-4.8	4.0
COc1ccccc1CNS(=O)(=O)c1cc2c3c(c1)CCN3C(=O)CC2	-0.5	-1.4	2	-1.8	1	1.4	-3	0	1	0.5	-0.6
C=CCN1C(=O)c2ccc(C(=O)N(C)CC(=O)Nc3ccc(Br)cc3C)cc2C1=O	0.1	-1.3	-1	-1.0	1	1.1	-9	-3	2	0.0	0.2

(more compounds)
SMILES	hgDAF-12 ag	ssDAF-12 act	GC-B act	DAX1 inh-1	ADAM10 inh	DAX1 inh-2	HGIII-sPLA2 inh	SMARCA2 activ	GC-A act	GAA850 FXN act	hcDAF-12 act
COc1ccc(N2C(=O)C(F)(F)C2c2ccc(C)cc2)cc1OC (configuration not stated)	-1.2	-1.8	-4	-0.7	15	0.8	-2	1	-5	0.3	-1.6
O=C(NN1CCOCC1)c1ccc(F)cc1	-0.9	-1.1	2	0.3	1	-0.7	1	-1	4	-1.7	-1.2
Cc1ccc(S(=O)(=O)NCCC(=O)N2CC(C)OC(C)C2)cc1 (configuration not stated)	-0.2	-1.1	5	0.5	-13	0.2	22*	-3	6	-2.2	-1.6
CN(CC(=O)Nc1cccc(F)c1)CC(=O)Nc1cccc2ccccc12	-4.3	-1.2	-2	0.5	7	-0.8	-18	-5	-2	0.6	-1.2
COc1ccc(C2(C(=O)NC(C)C)CCCC2)cc1OC	-0.7	-1.2	5	0.3	-1	-1.0	1	1	0	-0.7	-1.1
NC(=S)N/N=C/c1ccccc1OCCSc1ccc(Cl)cc1	0.6	-1.6	-7	-1.2	1	-2.4	3	-7	-15	-5.2	-0.7
Cc1ccc(-c2ccnc3c(Cl)c(C)nn23)cc1	-1.1	-1.1	-5	0.5	-4	0.7	1	-2	-2	2.2	0.9
CCCC(=O)N1CCC1(C)C(=O)Nc1ccc(OC)c(OC)c1 (configuration not stated)	2.1	-1.0	3	0.8	-4	x	6	-2	-2	-0.1	-0.6
O=C(c1ccc(NS(=O)(=O)c2ccc3[nH]c(=O)[nH]c3c2)cc1)N1CCCC(C(F)(F)F)C1 (configuration not stated)	1.4	-1.1	-3	1.0	-9	0.4	-4	-2	0	-0.3	-1.0
CCN1CCN(c2nc3c(c(=O)[nH]c(=O)n3C)n2Cc2ccccc2F)CC1	-1.0	-0.4	1	0.0	8	-1.2	1	2	-2	2.8	-2.4
CCCCNC1=CC(=O)C(NCCCC)=CC1=O	-0.3	-1.2	-1	-0.2	-10	-1.6	6	-2	-2	1.6	-0.6
CCOC(=O)CC1(C)Sc2ccccc2N1S(=O)(=O)c1ccc(C)cc1 (configuration not stated)	-0.5	-1.1	-1	-0.5	10	x	-2	1	-1	x	-2.7
COc1cccc(/C=C2/SC(=S)N(CC(=O)NC3C=CS(=O)(=O)C3)C2=O)c1 (configuration not stated)	1.6	-1.7	0	1.5	-2	0.3	-11	3	-2	2.6	0.3
CCOC(=O)N1CCN(S(=O)(=O)c2ccc(-n3cnnn3)cc2)CC1	-0.1	-1.4	-1	-0.4	-3	0.1	5	0	1	-1.3	-0.6
CCOc1cc2c3c(c1)C(C)=CC(C)(C)N3C(=O)C2=O	0.3	-1.3	-11	-0.2	-13	0.3	13	-1	-10	4.4	-1.3
COc1ccccc1CN(C)C(C)C(=O)Nc1cccc(C(C)=O)c1 (configuration not stated)	-2.3	-1.7	2	0.3	1	0.4	-1	-2	5	1.7	-2.7
O=C(Nc1ccn(Cc2ccccc2F)n1)c1ccc(COc2ccc(Cl)cc2Cl)o1	-5.9	-1.5	-3	-2.0	10	-2.3	-23	-4	4	0.1	-2.9
Cc1ccc(S(=O)(=O)N2CCC(C(=O)Nc3nnc(-c4ccco4)s3)CC2)cc1	-0.8	-0.1	-6	-1.0	-1	0.6	-18	2	-9	-1.3	-1.7
CCSc1ccccc1C(=O)Nc1ccc([N+](=O)[O-])cc1OC	0.0	-1.6	-3	-1.3	8	-0.7	-7	-2	-5	1.3	-1.7
Cc1cc(C)cc(N2C(=O)C3C4C=CC(C4)C3C2=O)c1 (configuration not stated)	-2.3	-1.2	-2	-0.2	1	2.2	-11	1	-2	-1.7	-1.1
O=C(c1cc2nc(-c3ccco3)cc(C(F)(F)F)n2n1)N1CCN(c2ccccc2)CC1	-0.5	-1.3	-4	0.1	-5	-0.7	9	-4	-1	2.4	2.5
N#Cc1ccsc1NC(=O)COC(=O)C1=NNC(=O)CC1	-2.5	-0.8	3	0.7	-16	0.5	-3	-3	0	0.2	3.0
Cc1ccc(C)c(S(=O)(=O)N2CCCC2CNC(=O)C(=O)NCCN2CCOCC2)c1 (configuration not stated)	-1.5	-0.7	-6	3.3	-5	-1.6	-3	-4	0	0.3	0.3
Nc1c(C(=O)N2CCOCC2)oc2ccccc12	5.3	-1.0	1	0.4	-11	0.5	9	-1	-1	0.9	-1.1
CCOC(=O)[C@]12CCCC=C1N(CCCOC)C(=O)[C@@H]2CC(=O)NCc1cccs1	-0.1	-1.1	2	-1.2	-3	x	-1	0	3	x	-1.1
CCOC(=O)c1c(NC(=O)COC(=O)c2ccc(Cl)nc2)sc(C)c1C	-3.0	-0.5	-6	0.5	3	0.3	-4	-3	-1	0.1	-1.5
Clc1ccc(OCCCCN2CCc3ccccc3C2)cc1	8.2	0.2	-4	0.3	-4	-1.3	-4	5	0	3.2	10*
CC1Cc2ccccc2N1C(=O)CCn1cccn1 (configuration not stated)	1.5	-0.3	-1	-0.1	1	0.4	-4	-1	1	1.1	0.1
OCc1ncccc1O	1.3	-0.9	-2	-1.1	2	1.1	1	-1	3	0.5	-2.0
Cc1ccc(S(=O)(=O)/N=C2\CN(C)C(=O)N2C)cc1	2.5	-0.1	3	-0.1	-2	0.2	-11	-2	-1	-0.8	0.7
O=C(Cn1nc(-c2ccccc2)c2ccccc2c1=O)Nc1ccc(F)cc1	1.4	-1.0	-4	0.1	9	1.2	6	4	-1	-0.2	-0.9
O=C(NCCOc1ccccc1)C(=O)NCC1CCCO1 (configuration not stated)	3.4	-1.4	2	-0.3	6	-0.5	0	1	4	1.8	-0.7
O=[N+]([O-])c1cc(-c2nnc(-c3ccccc3)o2)ccc1Oc1ccc(Cl)cc1	7.5	-0.2	-14	1.6	-5	-0.6	19	2	-6	5.2	4.1
COc1ccc(-c2nc3ncccn3c2Nc2ccc3c(c2)OCCO3)cc1	-0.1	-0.8	43*	-0.3	4	0.4	4	-4	46*	3.7	-0.3
CC(c1ccccc1)n1cc(C(=O)NCc2cccnc2)nn1 (configuration not stated)	1.6	-0.7	-1	-0.1	-15	-0.6	5	-1	-1	-1.7	-1.3
COc1ccc(NC(=O)NCc2ccc(Cl)cc2)cc1	1.4	-1.2	3	-0.2	-5	0.6	-1	-2	3	2.1	-0.4
Cc1ccc(NC(=O)CCC(=O)OCc2ccc(Br)cc2)cc1	-0.4	-0.4	4	0.0	-7	-0.6	17	-5	1	-0.8	-1.1
COc1ccc(-c2[nH]ncc2CNCc2cc(C)n(C)n2)c(F)c1	3.1	-1.7	-6	-1.1	-45	-1.4	3	-2	3	-0.2	-1.1
CCOC(=O)c1cc(CC)sc1NC(=O)CC1SC(N)=NC1=O (configuration not stated)	-1.7	-1.7	-3	0.6	2	0.1	-8	0	-4	1.8	-1.5
Cc1ccc(S(=O)(=O)N2CCCc3nc(C)c(C)cc32)cc1	-2.1	-0.4	-1	-1.8	1	x	0	-3	2	x	-2.3
CC(=O)Nc1nonc1NC(=O)CSc1ccccn1	1.5	-0.1	0	2.0	-2	-0.8	5	-1	3	-1.2	0.7
COc1ccc(CN2CCC2(C)C(=O)Nc2cccc(NS(C)(=O)=O)c2)c2ccccc12 (configuration not stated)	-1.7	-2.1	-9	-1.9	18	x	-38	0	-4	17*	-3.1
COc1ccc(OC)c(CN2C(=O)CCC2(C)c2nnnn2-c2c(C)cccc2C)c1 (configuration not stated)	-0.8	-1.3	-8	-0.4	-12	x	5	-2	-14	x	-0.7
Cc1cc(C)c2[nH]c(=O)c(CN(CC3CCCO3)C(=S)NCc3ccco3)cc2c1 (configuration not stated)	0.6	-1.7	-1	0.1	-13	0.1	0	-3	4	1.3	0.7
Cc1ccc(S(=O)(=O)NCCc2ccccc2)cc1	-0.6	-1.2	-3	0.4	-8	1.1	-5	-2	-2	-0.5	2.5
